From PubChem BioAssay
RAD52 anneal inh – inhibitors of human RAD52 DNA annealing; P43351; recombinant RAD52 DNA annealing, FRET fluorescence; 360,000 compounds, 0.46% hits; inhibition, % at 18.7 µM;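 active = every replicate showing at least 50% inhibition; inconclusive = mean inhibition at least 50% but not in every replicate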
Target sequence (P43351 whole entry, looked up): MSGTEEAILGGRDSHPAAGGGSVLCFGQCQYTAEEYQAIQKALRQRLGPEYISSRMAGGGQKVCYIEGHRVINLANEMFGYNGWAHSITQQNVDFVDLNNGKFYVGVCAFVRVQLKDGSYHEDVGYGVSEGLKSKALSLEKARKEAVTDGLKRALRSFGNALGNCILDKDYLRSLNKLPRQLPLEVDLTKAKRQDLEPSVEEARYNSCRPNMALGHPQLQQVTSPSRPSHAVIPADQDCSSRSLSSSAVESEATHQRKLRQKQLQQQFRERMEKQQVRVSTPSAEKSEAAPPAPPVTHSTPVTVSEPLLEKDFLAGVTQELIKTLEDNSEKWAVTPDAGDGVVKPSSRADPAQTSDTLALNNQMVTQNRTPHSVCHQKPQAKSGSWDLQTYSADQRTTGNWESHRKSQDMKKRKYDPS
esBAF inh – SWI/SNF esBAF complex inhibition. reporter increase, % at 12.5 µM. AID 602393. 350,000 compounds, 2% hits. mouse ES cells, Bmi1-luciferase knock-in reporter, 24 h; 100% = twice the neutral-well signal; in the data active = activation above about 40%; inconclusive = no clear call, values can overlap the other calls;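 note: 0% = median of the plate's neutral control wells and 100% = double that signal; a rise in the Bmi1 reporter signal indicates esBAF inhibition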
ERp5 inh – ERp5 (human) disulfide isomerase inhibition; Q15084; 350,000 compounds, 0.05% hits; ERp5 insulin aggregation, absorbance 650 nm, 90 min; inhibition, % at 9.99 µM; AID 651711;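 active = mean replicate inhibition above about 25%, with every replicate also reaching it, limit read from the data, passing the limit was not always enough; inconclusive = only one of those two criteria met; inactive = neither criterion met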
RAD54 inh – inhibitors of human RAD54 branch migration; RAD54 Holliday junction branch migration, FAM/BHQ fluorescence; 360,000 compounds, 0.14% hits; inhibition, % at 10.4 µM;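 active = mean normalized replicate activity at least 40 and at least half of replicates scoring 40 or more; inconclusive = only one of the two criteria met; inactive = mean below 40 and under half of replicates reaching 40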;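 note: 0% = median of neutral control wells and 100% = median of positive control wells; inhibitors cause a drop in the FAM fluorescence signal; in these data hits start at about 50%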
XiGFP reactiv – activators of X-chromosome reactivation in mouse fibroblasts. 360,000 compounds, 0.055% hits. activation, % at 7.58 µM. XiGFP mouse fibroblasts, % GFP-positive cells imaging, 3 d; cells co-treated with 5-aza-dC sensitizer; scaled so ellipticine positive control = 100%;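 active = mean normalized replicate activation at least 10% and every replicate at or above 10%; inconclusive = only one of the two criteria met; inactive = mean below 10% and not all replicates reach 10%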;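 note: 0% = median of on-plate neutral control wells and 100% = ellipticine 6 µM median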
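System: XiGFP fibroblasts, SV40-immortalized. Medium: DMEM plus 5-aza-dC sensitizer. Doses: single point. Timing: 3 d treatment, 15 min room-temperature fixation. Control set: ellipticine 6 µM.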
S100A4 inh HTS – blocks human S100A4 binding to myosin IIA peptide; P26447; S100A4/TAMRA-MyoIIA peptide fluorescence polarization; inhibition, % at 10.7 µM; 360,000 compounds, 0.14% hits; AID 652163;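 active = mean inhibition of at least 70% across replicates, with every replicate also reaching that level; inconclusive = mean inhibition reaches 70% but some replicates fall short; inactive = mean inhibition below 70%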
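assay system = human S100A4 monomer with TAMRA-labelled myosin IIA peptide | also added = labelled myosin peptide probe, 5 nM | incubation = 5 min between mix addition and reading | control set = DMSO and TFP controls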
E-sel inducer – E-selectin induction on HUVECs | P16581 | HUVEC E-selectin immunofluorescence imaging; normalized: neutral wells 0, TNF-alpha wells 100 | activation, % at 7.58 µM | 260,000 compounds, 0.37% hits | AID 686992;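 active = mean E-selectin-positive cell signal at least 10% of the positive control, reached in at least 60% of replicates, without over 20% cell loss; inconclusive = no rule given, readout overlaps actives, possibly toxicity-flagged; inactive = the rest, including those meeting only one limit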;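 note: in these data hits start at about 27%; measured in HUVEC primary endothelial cells; signal is the percent of cells scored E-selectin positive by PE staining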
Target sequence (P16581 whole entry, looked up): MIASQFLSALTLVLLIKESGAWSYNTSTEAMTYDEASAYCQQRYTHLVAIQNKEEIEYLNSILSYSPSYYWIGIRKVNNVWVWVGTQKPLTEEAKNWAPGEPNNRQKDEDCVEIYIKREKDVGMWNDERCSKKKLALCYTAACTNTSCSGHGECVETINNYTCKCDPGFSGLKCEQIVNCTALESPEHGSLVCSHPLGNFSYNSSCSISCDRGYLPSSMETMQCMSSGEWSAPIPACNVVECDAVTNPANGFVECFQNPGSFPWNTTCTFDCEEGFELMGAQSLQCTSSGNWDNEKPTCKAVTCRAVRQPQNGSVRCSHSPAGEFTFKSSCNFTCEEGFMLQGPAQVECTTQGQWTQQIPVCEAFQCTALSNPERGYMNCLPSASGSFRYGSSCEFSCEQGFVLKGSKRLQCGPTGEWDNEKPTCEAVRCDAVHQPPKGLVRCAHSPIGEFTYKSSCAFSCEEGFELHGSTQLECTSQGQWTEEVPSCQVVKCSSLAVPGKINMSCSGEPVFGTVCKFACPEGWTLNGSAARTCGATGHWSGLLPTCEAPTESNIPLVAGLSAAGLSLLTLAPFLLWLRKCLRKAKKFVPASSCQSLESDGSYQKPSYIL
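Material: HUVEC primary endothelial cells; Amount: 3,000 cells per well; Dosing: single concentration; Medium: EGM-2 growth medium on 0.1% gelatin-coated wells; Read-out basis: percent E-selectin-positive cells; Signal: immunofluorescence imaging; Control set: TNF-alpha, DMSO.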
ERAP1 inh – inhibitors of human ERAP1 aminopeptidase; recombinant ERAP1, Leu-AMC fluorescence, 60 min; inhibition, % at 10.7 µM; 340,000 compounds, 0.15% hits;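 active = mean replicate inhibition of at least 30%, or all replicates individually reaching that 30% level; inactive = mean below 30% and not every replicate reaching it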;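 note: 0% = neutral control wells and 100% = L-leucinethiol positive control wells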
* hit, by the source's call; ? = inconclusive; / = not tested or not shown; & = joins results of further samples.

The first 2 entries, to show the layout:
Results follow in this order: RAD52 anneal inh, esBAF inh, ERp5 inh, RAD54 inh, XiGFP reactiv, S100A4 inh HTS, E-sel inducer, ERAP1 inh
> Cc1ccc(S(=O)(=O)Oc2ccc(/C=C(/NC(=O)c3ccccc3)C(=O)NCCC(=O)O)cc2)cc1
    -5.8, 0.9, 0.0, -13.8, 0.0, 3.1, /, -3.5
> COc1ccc(C(=O)NNS(=O)(=O)c2ccccc2)cc1
    -13.5, -3.8, 2.3, 9.4, 0.0, -21.5, /, 0.0

All compounds of this part (from the top)
Results follow in this order: RAD52 anneal inh, esBAF inh, ERp5 inh, RAD54 inh, XiGFP reactiv, S100A4 inh HTS, E-sel inducer, ERAP1 inh
> Cc1ccc(S(=O)(=O)Oc2ccc(/C=C(/NC(=O)c3ccccc3)C(=O)NCCC(=O)O)cc2)cc1
    -5.8, 0.9, 0.0, -13.8, 0.0, 3.1, /, -3.5
> COc1ccc(C(=O)NNS(=O)(=O)c2ccccc2)cc1
    -13.5, -3.8, 2.3, 9.4, 0.0, -21.5, /, 0.0
> CCN1C(=O)[C@@H]2[C@@H](c3ccc(-c4ccc5c(c4)OCO5)cc3)N3CCCC[C@@]3(C(=O)OC)[C@@H]2C1=O
    -28.3, -2.3, 1.5, -4.9, 0.1, -1.4, -0.2, 2.3
> COc1ccc(C#Cc2ccc([C@H]3[C@@H](CO)N4CCCCN(C(=O)Nc5ccc(F)cc5)C[C@@H]34)cc2)cc1
    -8.0, /, 2.6, -12.3, 0.2, -7.7, -0.1, -0.3
> COc1ccc(NC(=O)N(C)C[C@@H]2Oc3ccc(NC(=O)NC(C)C)cc3CC(=O)N([C@@H](C)CO)C[C@@H]2C)cc1
    1.2, -6.5, -3.8, -2.4, -1.3, 6.1, 0.0, 1.2
> N#C[C@@H]1[C@@H](c2ccccc2)[C@H](CO)N1S(=O)(=O)c1cccc(F)c1
    -42.9, -11.6, -7.1, -15.5, 0.1, -0.7, -0.4, -1.1
> O=C(CSc1nnc(NC(=O)c2c(F)cccc2Cl)s1)Nc1ccccc1F
    -15.5, 5.1, -14.9, -1.1, 0.0, -0.3, /, 1.5
> COc1ccc2c(c1)C(C)=CC(C)(C)N2S(=O)(=O)c1ccc(NC(C)=O)cc1
    -7.0, -8.3, 0.6, 2.0, 0.7, -7.7, /, -1.1
> CCN(CC)S(=O)(=O)c1ccc(C(=O)N(c2ccccc2)C2C=CS(=O)(=O)C2)cc1 (stereo unspecified)
    19.3, /, 1.2, /, -0.8, 0.4, -0.4, 0.6
> O=C(CN1CCOCC1)N[C@H]1CC[C@H](CCNC(=O)C2CCCC2)O[C@H]1CO
    3.0, 1.7, -2.2, -10.9, 0.2, 2.6, 0.0, 0.8
> CCC(=O)N1[C@@H](CO)[C@@H](c2ccccc2)[C@@H]1CN(C)C(=O)c1ccccc1F
    -12.1, 5.0, -0.8, -1.1, 0.1, -9.0, 0.0, 4.6
> CN(CCc1ccccc1)C(=O)c1cccc(NC(=O)Cc2cccc(NC(=O)C3CCCN(C(=O)C4CCCC4)C3)c2)c1 (stereo unspecified)
    -1.0, 2.8, 4.5, 14.7, -0.2, 0.0, /, 0.1
> Cc1ccnc(NC(=O)c2cccc(NC(=O)COc3ccccc3)c2)c1
    -0.5, 23.7, 3.8, -5.1, /, -0.6, /, 11.2
> CCOC(=O)N(C)C[C@H]1OCc2ccccc2-c2c(n(C)c3ccccc23)C(=O)N([C@H](C)CO)C[C@@H]1C
    6.5, -3.6, -1.9, 2.3, 0.0, 0.5, -0.3, -0.7
> C/C(Cl)=C\CSc1nnc2n(N)c(=O)c3ccccc3n12
    -3.2, 6.9, 3.8, 3.0, /, -2.9, /, 2.4
> CCOC(=O)Cc1csc(NC(=O)CSc2nnc(C3CC3)n2C)n1
    14.3, -0.3, 9.1, -6.9, /, 0.0, /, 6.0
> CCOC(=O)c1c(NC(=S)Nc2ccc(Cl)cc2)sc2c1CCN(C)C2
    -150.9, 1.3, 1.7, 12.9, -0.1, -41.4, -0.5, -2.2
> O=C1C=CCCN1C(=O)/C=C/c1ccccc1Cl
    -0.4, /, -2.4, /, /, 38.7, /, 1.8
> Cn1cc([N+](=O)[O-])cc1-c1nc2ccccc2n1C
    -23.0, 1.8, 2.5, -3.1, 0.4, -4.5, 0.0, /
> CCOc1ccc(CCNC(=O)C2CCN(S(=O)(=O)c3ccc(C)cc3)CC2)cc1OCC
    -7.2, 3.7, -1.8, 6.9, 0.4, -6.5, /, 3.3

Compound profiles (already shown):
Listed for CN(CCc1ccccc1)C(=O)c1cccc(NC(=O)Cc2cccc(NC(=O)C3CCCN(C(=O)C4CCCC4)C3)c2)c1 (stereo unspecified) → RAD52 anneal inh: -1.0; esBAF inh: 2.8; ERp5 inh: 4.5; RAD54 inh: 14.7; XiGFP reactiv: -0.2; S100A4 inh HTS: 0.0; E-sel inducer: /; ERAP1 inh: 0.1
Listed for CCOC(=O)c1c(NC(=S)Nc2ccc(Cl)cc2)sc2c1CCN(C)C2 → RAD52 anneal inh: -150.9; esBAF inh: 1.3; ERp5 inh: 1.7; RAD54 inh: 12.9; XiGFP reactiv: -0.1; S100A4 inh HTS: -41.4; E-sel inducer: -0.5; ERAP1 inh: -2.2

Next part
Results follow in this order: RAD52 anneal inh, esBAF inh, ERp5 inh, RAD54 inh, XiGFP reactiv, S100A4 inh HTS, E-sel inducer, ERAP1 inh
> COc1cccc(C2/C(=C(\O)c3ccc4c(c3)OCCO4)C(=O)C(=O)N2c2nnc(C)s2)c1 (stereo unspecified)
    -1.2, 12.0, -20.6, -0.9, 0.2, 0.4, -0.1, 6.6
> Cc1noc(C)c1NC(=O)N(C)C[C@@H]1Oc2ccc(NS(C)(=O)=O)cc2CC(=O)N([C@H](C)CO)C[C@@H]1C
    /, 2.1, /, 3.2, 0.3, /, -1.1, /
> CCC(=O)N(C)C[C@@H]1Oc2cc(-c3ccc(F)cc3)ccc2S(=O)(=O)N([C@@H](C)CO)C[C@H]1C
    1.7, -6.4, -2.1, 6.3, -0.9, 8.2, -0.3, 3.9
> Cc1nc2ccccn2c1C(=O)NN=C1CCN(C)CC1
    -11.6, /, 2.0, /, 0.3, -5.8, 4.5, 3.6
> Cn1c(=O)c(=O)n(C)c2cc(S(=O)(=O)CCC(=O)Nc3ccccc3C(F)(F)F)ccc21
    0.0, 8.6, -0.5, 2.5, 0.0, -1.2, 0.1, 5.0
> C[C@H]1CN([C@@H](C)CO)C(=O)Cc2cc(NC(=O)Nc3cccc4ccccc34)ccc2O[C@H]1CN(C)S(=O)(=O)c1ccc(F)cc1
    2.0, -2.1, 14.5, ?, 0.2, -8.2, 0.1, -1.0
> CC1CCCN(S(=O)(=O)c2ccc(C(=O)NC(C)c3ccccc3)cc2)C1 (stereo unspecified)
    -0.4, -4.9, 0.8, /, 0.1, -3.0, /, -0.9
> COc1ccc2nc(NNC(=O)C3COc4ccccc4O3)sc2c1 (stereo unspecified)
    -7.1, 11.5, -0.7, -18.8, 0.0, -4.3, 0.1, -0.7
> CCC(=O)N1[C@@H](CO)[C@@H]2c3ccccc3N(C(=O)CC(F)(F)F)C[C@@H]21
    -10.4, 5.3, -0.5, 10.4, 0.5, 5.2, -0.2, /
> Cc1csc(=O)n1CCC(=O)OCC(=O)NCc1ccc(Cl)cc1Cl
    -6.2, /, -2.4, 6.4, 0.0, 2.1, 0.2, -1.8
> Cc1cc(CNC(=O)COc2ccccc2)c2ccccc2n1
    -16.2, /, 1.5, /, 0.0, 0.7, 2.2, -3.6
> C[C@@H]1CN([C@@H](C)CO)C(=O)c2cc(C3=CCCC3)cnc2O[C@@H]1CN(C)C(=O)Nc1ccc(C(F)(F)F)cc1
    -9.2, 9.7, -0.2, 1.3, 0.1, -7.5, 0.1, -2.2
> O=C(NCC1CC1)[C@H]1[C@H](CO)[C@H]2Cn3c(ccc(-c4cccc(F)c4)c3=O)[C@H]2N1CC1CCCC1
    14.8, -0.1, -2.3, -4.0, 0.0, 58.5, 0.1, 0.3
> Cc1cc(C)c2cc(C#N)c(NCCNC(=S)NCCCN3CCOCC3)nc2c1
    14.0, -5.3, 0.0, 34.5, 0.0, -0.8, 2.9, 6.9
> NC(=O)c1ccsc1NC(=O)CCS(=O)(=O)c1ccc(F)cc1
    -3.3, -5.2, -1.2, 0.5, 0.0, 0.5, /, -1.4
> N#C[C@H]1[C@@H](c2ccccc2C2=CCCCC2)[C@@H](CO)N1C(=O)Nc1ccccc1F
    -20.0, /, -5.4, /, 0.0, 3.8, -0.1, -4.2
> CC(C)(C)NC(=O)CSCc1c(Cl)cccc1Cl
    -1.5, /, 0.9, /, 0.0, 3.2, /, -2.0
> O=C(Nc1ccccc1Cl)N1C[C@@H]2[C@H](c3ccccc31)[C@@H](CO)N2Cc1ccncc1
    -24.4, 0.8, 3.4, 8.6, 0.1, 22.3, 0.0, -0.5
> O=C(NCCN1CCN(c2ccccc2F)CC1)c1ccc2nc3ccccc3c(=O)n2c1
    -9.8, 12.8, 4.7, 14.0, 0.5, -9.2, /, 0.6
> c1ccc(Cc2nnc(N3CCCCC3)c3ccccc23)cc1
    -31.9, /, 1.5, /, 0.0, 2.1, -0.2, 1.8
> COc1cccc(NC(=O)N(C)C[C@@H]2Oc3cc(Br)ccc3S(=O)(=O)N([C@@H](C)CO)C[C@H]2C)c1
    4.3&-7.3, -4.0&2.8, 0.2&-2.0, -8.2, ?, 0.7&22.2, 0.3&1.3, -4.1&1.4
> CN1CCN(C(=O)C[C@H]2CC[C@@H]3[C@H](COC[C@@H](O)CN3Cc3ccc4c(c3)OCO4)O2)CC1
    -15.6, 1.8, -0.1, -2.3, 0.2, 3.7, 0.2, 0.7
> CCC(=O)N1C[C@@H](C)[C@@H](OC)CN(C)C(=O)c2ccc(NC(=O)Nc3ccc(Cl)cc3)cc2OC[C@H]1C
    -19.9, 13.0, 5.6, -4.7, 0.0, -17.2, -0.3, /
> COc1cccc(CN2CCN(Cc3nc(-c4cccc(F)c4F)oc3C)CC2=O)c1
    -25.5, /, 4.5, /, 0.7, -6.4, /, -2.8
> Fc1ccccc1CNc1nc(-c2cccnc2)nc2ccccc12
    -169.2, -4.9, 2.0, -11.9, 0.3, -12.6, /, -0.8
> CCCCc1cc(C)c(S(=O)(=O)c2ccccc2C)c(=O)[nH]1
    -11.4, 3.1, -3.3, -9.7, 0.0, -7.8, -0.2, 2.9
> Cc1occc(=O)c1O
    -10.1, -6.2, -6.8, -2.0, 0.0, -12.7, 0.0, -5.2
> Cc1ccc(C)c2[nH]c(=O)c(CCNC(=O)CCc3ccccc3)cc12
    -3.3, -0.4, 0.3, -15.1, 0.3, -1.3, -0.3, -4.4
> O=C(Nn1cnnc1)c1ccccc1Cl
    3.2, 2.1, 1.4, -3.1, 0.1, 2.8, /, -0.8
> COc1ccc(CN(C)C[C@@H]2Oc3ccc(NC(=O)Cc4ccccc4)cc3CC(=O)N([C@H](C)CO)C[C@H]2C)cc1
    2.6, 1.7, -5.9, -5.4, /, 2.9, /, 4.2
> O=C(O)c1ccc(CSc2nc3ccc(NC(=O)c4ccccc4C(=O)O)cc3s2)cc1
    -30.4, -1.7, -0.2, -8.9, 0.0, 0.5, /, -2.6
